GAA inh – inhibitors of human lysosomal alpha-glucosidase; purified human GAA, 4-MU-alpha-glucoside fluorescence; P10253; hit rate 0.005% among 200,000; Potency, µM (top dose mostly 76.9 µM), for inactives: at the highest dose activity change, negative = inhibition, usual class: inhibitors;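 also: plate controls were uninhibited enzyme wells for no effect and no-enzyme background for full effect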
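Compounds are titrated up to 77 uM against 4 nM human enzyme. Substrate 4-methylumbelliferyl-alpha-D-pyranoside (400 uM) reacts 20 min at room temperature in pH 5.0 buffer; liberated 4-methylumbelliferone is read at 440 nm.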
GLA spleen mod – inhibitors or activators of human alpha-galactosidase in spleen homogenate. human spleen homogenate, 4MU-alpha-Gal fluorescence, 40 min. P06280. Potency, µM (doses to about 80 µM), for the others: top-dose activity change, negative = inhibition, hits mostly inhibitors. hit rate 0.008% among 240,000;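 also: 0% = enzyme with vehicle and -100% = no enzyme basal signal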
Target sequence (P06280 32-429 limits assumed): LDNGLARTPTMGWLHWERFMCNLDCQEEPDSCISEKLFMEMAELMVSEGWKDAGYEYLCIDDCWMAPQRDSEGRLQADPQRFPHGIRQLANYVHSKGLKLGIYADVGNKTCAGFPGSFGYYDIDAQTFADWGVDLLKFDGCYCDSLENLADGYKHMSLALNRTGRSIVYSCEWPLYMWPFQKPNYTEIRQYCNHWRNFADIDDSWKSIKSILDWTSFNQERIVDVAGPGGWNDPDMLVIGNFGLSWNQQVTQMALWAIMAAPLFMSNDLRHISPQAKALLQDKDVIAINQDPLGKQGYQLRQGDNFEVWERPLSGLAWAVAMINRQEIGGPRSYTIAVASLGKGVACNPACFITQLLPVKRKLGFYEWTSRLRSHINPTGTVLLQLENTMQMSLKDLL
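Human spleen homogenate (1 ug) as enzyme source, 4-methylumbelliferyl-alpha-D-galactopyranoside 1 mM final, citrate/phosphate pH 5.0 with 0.01% Tween-20. Compounds 40 min at 37C, NaOH/glycine stop; fluorescence Ex 365/Em 440, Hill-fit AC50.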
NPSR antag – neuropeptide S receptor (human) antagonism, cAMP | CHO-NPSR cells, cAMP TR-FRET, antagonist mode | Potency, µM (titrated, usually from 38.3 µM), inactives show at the top dose activity change, negative = inhibition, most hits filed as inhibitors | hit rate 1% among 220,000 | AID 1461; also: % is scaled to controls: 0 for no effect and ±100 for the full control effect; nearly all actives have a fitted effect of over 50% in size; many of its hits are not listed in these tables
aGlu spleen mod – inhibitors or activators of human alpha-glucosidase in spleen homogenate | AID 2112 | Potency, µM (titrated, usually from 79.9 µM), for the others: at the top dose activity change, negative = inhibition, most hits filed as inhibitors | P10253 | hit rate 0.006% among 240,000 | human spleen homogenate, 4-MU-alpha-glucoside fluorescence;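 also: 0% = enzyme with vehicle and -100% = no enzyme basal signal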
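Human spleen homogenate (1 ug) incubated with compounds and 1 mM 4-methylumbelliferyl-alpha-D-glucopyranoside in pH 5.0 citrate/phosphate buffer, 37 C, 40 min. Stopped at pH 10; 4-MU fluorescence (Ex 365/Em 440 nm); AC50 by Hill fit.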
Tau fluor cs – counter-screen for tau fibril formation inhibitors. tau K18 P301L Alexa594 fluorescence, heparin fibrillization. Potency, µM (top dose mostly 57.7 µM), without a hit: at the highest dose activity change, negative = decrease. hit rate 0.93% among 280,000. AID 1463; also: % is scaled to controls: 0 for no effect and ±100 for the full control effect; nearly all actives have a fitted effect of over 55% in size
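Human tau K18 P301L (15 uM unlabeled, 0.24 uM Alexa 594-labeled) in 100 mM sodium acetate pH 7 with 20 uM heparin, 6 hr at 37 C. ThT 30 uM added, 1 hr ambient; Alexa 594 FP and total fluorescence read at 555/632 nm.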
Epigenetic derep – regulators of epigenetic silencing causing reporter derepression in mouse cells | murine LDR cells, GFP reporter derepression, 30 h | Potency, µM (doses to about 53.9 µM), without a hit: at the highest dose GFP activation, actives largely listed as activators | hit rate 0.2% among 280,000 | AID 1865; also: % of control where 0% means no effect; nearly all actives have a fitted effect of over 60% in size
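GFP-positive cell count by laser-scanning cytometry (objects 20–120 um) after 30 h, 37 C compound exposure of murine LDR cells; reporter is CMV-GFP integrated at a silenced locus, inducible by HDAC or DNMT inhibitors.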
ALDH1A1 inh – inhibitors of human aldehyde dehydrogenase 1A1; P00352; Purified ALDH1A1, NADH fluorescence, propionaldehyde substrate; Potency, µM (highest dose often 75.3 µM), for inactives: at the top dose activity, negative = inhibition, most hits filed as inhibitors; hit rate 7.3% among 220,000; AID 1030; active = well fitted inhibition curve with a large enough effect, not every such curve was filed as active; inconclusive = small, poorly fitted or top-dose-only effect, or another doubt; inactive = no such curve, though single readings can be large or run the other way;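 also: plate controls were no enzyme wells and a reference inhibitor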
Target sequence (P00352 whole entry, looked up): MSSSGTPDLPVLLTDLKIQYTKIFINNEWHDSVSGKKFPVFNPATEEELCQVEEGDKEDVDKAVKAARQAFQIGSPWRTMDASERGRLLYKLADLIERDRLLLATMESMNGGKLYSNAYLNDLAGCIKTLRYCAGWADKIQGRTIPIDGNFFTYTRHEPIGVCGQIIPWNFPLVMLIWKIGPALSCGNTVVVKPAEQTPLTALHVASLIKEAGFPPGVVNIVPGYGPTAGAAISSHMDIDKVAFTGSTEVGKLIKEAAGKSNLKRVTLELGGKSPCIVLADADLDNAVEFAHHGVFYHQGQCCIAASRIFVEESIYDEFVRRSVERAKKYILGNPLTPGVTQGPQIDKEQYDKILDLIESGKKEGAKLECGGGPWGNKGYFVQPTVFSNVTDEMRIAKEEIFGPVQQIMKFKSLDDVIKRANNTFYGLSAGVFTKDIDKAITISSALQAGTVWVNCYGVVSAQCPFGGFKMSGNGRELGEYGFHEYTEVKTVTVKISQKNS
GAA glycogen – inhibitors or activators of human alpha-glucosidase glycogen cleavage. P10253. recombinant GAA, glycogen substrate, Amplex Red glucose oxidase fluorescence. Potency, µM (doses to about 76.4 µM), for inactives: top-dose activity change, negative = inhibition, actives largely listed as inhibitors. hit rate 0.38% among 300,000;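 also: 0% = full enzyme reaction and -100% = no-enzyme basal signal; the screen sought inhibitors and activators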
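Recombinant human alpha-glucosidase (4 nM final) hydrolysed bovine liver glycogen (30 ug) for 40 min at 37 C in pH 5.0 citrate/phosphate with 0.01% Tween-20. Released glucose detected by glucose oxidase/Amplex Red, Ex 573/Em 610 nm. Compounds up to 77 uM; AC50 from Hill fits.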
* hit, by the source's call; [ ] = another dose, or the depositor's remark. Unless noted, calls follow the shape of the dose curve; as a rule, active = well fitted curve in the direction sought with a large enough effect; inconclusive = small, poorly fitted or top-dose-only effect, or another doubt; inactive = no such curve, though single readings can be large; an effect the other way counts as inactive or inconclusive. Potency is read from the fitted curve at half-maximal effect. The list is partial; the hit share may differ from the screen's.

`NC(=O)c1cc([N+](=O)[O-])ccc1NCc1cccnc1` gave GAA inh inconclusive, GLA spleen mod 3%, NPSR antag 18%, aGlu spleen mod 4%, Tau fluor cs -9%, Epigenetic derep 1.3%, ALDH1A1 inh inconclusive and GAA glycogen 8%.
Screening COc1ccc(Oc2nc(Oc3ccc(OC)cc3)nc(Oc3ccc(OC)cc3)n2)cc1 returned GAA inh -2%, GLA spleen mod 0%, NPSR antag -8%[46.1 µM], aGlu spleen mod 1%, Tau fluor cs 10%, Epigenetic derep -1.0%, ALDH1A1 inh inconclusive and GAA glycogen 1%.
`COc1cc(/C=C(\C#N)C(=O)Nc2ccc3c(c2)OCCO3)ccc1O` gave GLA spleen mod 0%, NPSR antag -38%, aGlu spleen mod -1%, Tau fluor cs -48%, Epigenetic derep inconclusive and GAA glycogen -2%.
Screening c1ccc2sc(SN3CCOCC3)nc2c1 returned GAA inh 0%, GLA spleen mod 12%, NPSR antag -5%[46.1 µM], aGlu spleen mod 1%, Tau fluor cs -4%, Epigenetic derep 4.8%, ALDH1A1 inh 4µM* and GAA glycogen 1%.
Screening CC1=CC(C)(C)N2C(=O)C3(C(C#N)=C(N)Oc4cc(C)oc(=O)c43)c3cccc1c32 (stereo unspecified) returned GAA inh -6%, GLA spleen mod 5%, NPSR antag -19%[46.1 µM], aGlu spleen mod -10%, Tau fluor cs -7%, Epigenetic derep -2.1%, ALDH1A1 inh -2% and GAA glycogen -16%.
Screening Cc1cc(C)n(-c2nnc(C)c(=O)[nH]2)n1 returned GAA inh -8%, GLA spleen mod inconclusive, NPSR antag 2%[46.1 µM], aGlu spleen mod -3%, Tau fluor cs -7%, Epigenetic derep -0.9%, ALDH1A1 inh -1% and GAA glycogen 7%.
O=C(O)CC1(CC(=O)NCc2csc(-c3cccs3)n2)CCCCC1 was read as GAA inh -7%, GLA spleen mod -2%, NPSR antag 11%, aGlu spleen mod -5%, Tau fluor cs -9%, Epigenetic derep 2.7%, ALDH1A1 inh inconclusive and GAA glycogen 0%.
Screening O=C1N=C(N2CCCC2)S/C1=C\c1cn[nH]c1-c1ccccc1 returned GAA inh -3%, GLA spleen mod 2%, NPSR antag 6%, aGlu spleen mod 3%, Tau fluor cs -6%, Epigenetic derep -1.9%, ALDH1A1 inh 0% and GAA glycogen -1%.
For CC1(C)CC(=O)C(C(=O)/C=C/c2ccco2)C(=O)C1 the results were GAA inh 6%, GLA spleen mod -26%, NPSR antag 5%, aGlu spleen mod -6%, Tau fluor cs 17%, Epigenetic derep -4.4%, ALDH1A1 inh inconclusive and GAA glycogen 19%.
For c1ccc(-n2nnnc2Cc2nnnn2-c2ccccc2)cc1 the results were GAA inh -1%, GLA spleen mod -1%, NPSR antag 12%, aGlu spleen mod 6%, Tau fluor cs -4%, Epigenetic derep -1.5%, ALDH1A1 inh 9% and GAA glycogen -5%.
`CCc1nc(SCC(=O)NCc2ccc(F)cc2)c2c(=O)n(C)c(=O)n(C)c2n1` gave GAA inh -10%, GLA spleen mod 0%, NPSR antag -7%[46.1 µM], aGlu spleen mod 2%, Tau fluor cs 6%, Epigenetic derep -0.8%, ALDH1A1 inh 9% and GAA glycogen inconclusive.
Cc1ccnc2nc(C(=O)NC3=NCCS3)nn12 was read as GAA inh 5%, GLA spleen mod 2%, NPSR antag -2%[46.1 µM], aGlu spleen mod -1%, Tau fluor cs 2%, Epigenetic derep 0.3%, ALDH1A1 inh 24% and GAA glycogen -6%.
For COc1ccc2c(c1)c(C(=O)N/N=C/c1cn(C)c3ccccc13)c(C)n2C the results were GLA spleen mod -6%, NPSR antag -18%, aGlu spleen mod -1%, Tau fluor cs -21%, Epigenetic derep -1.1% and GAA glycogen -15%.
For COC1Cc2ccccc2N(C(=O)N2CCN(CCO)CC2)c2ccccc21 (stereo unspecified) the results were GAA inh 8%, GLA spleen mod -5%, NPSR antag 4%[46.1 µM], aGlu spleen mod 1%, Tau fluor cs -4%, Epigenetic derep -2.0%, ALDH1A1 inh -9% and GAA glycogen 7%.
`COc1ccc2c(c1)CC/C(=C/c1ccncc1)C2=O` gave GAA inh 1%, GLA spleen mod 0%, NPSR antag -4%, aGlu spleen mod -10%, Tau fluor cs -9%, Epigenetic derep -3.2%, ALDH1A1 inh inconclusive and GAA glycogen 6%.
`COc1ccc(NC(=O)CC2SC(N)=NC2=O)c([N+](=O)[O-])c1` (stereo unspecified) gave GAA inh 8%, GLA spleen mod 3%, NPSR antag 11%, aGlu spleen mod 2%, Tau fluor cs -3%, Epigenetic derep 3.2%, ALDH1A1 inh 25µM* and GAA glycogen 4%.
For O=C(Oc1cccc2cccnc12)c1cccc(N2C(=O)C3C4CCC(C4)C3C2=O)c1 (stereo unspecified) the results were GAA inh 6%, GLA spleen mod 2%, NPSR antag -27%, aGlu spleen mod -4%, Tau fluor cs -19%, Epigenetic derep inconclusive, ALDH1A1 inh -3% and GAA glycogen -5%.
CCOC(=O)c1cc(-c2cc3ccccc3o2)nc2c1c(=O)[nH]c(=O)n2CCOC was read as GAA inh inconclusive, GLA spleen mod 23%, NPSR antag inconclusive, aGlu spleen mod 8%, Tau fluor cs 2%, Epigenetic derep 1.7%, ALDH1A1 inh inconclusive and GAA glycogen -3%.
Screening CCc1nc(SCC(=O)NCC2CCCO2)c2oc3ccccc3c2n1 (stereo unspecified) returned GAA inh -6%, GLA spleen mod -5%, NPSR antag 5%[46.1 µM], aGlu spleen mod -1%, Tau fluor cs -5%, Epigenetic derep 0.0%, ALDH1A1 inh -1% and GAA glycogen 2%.
Screening CCOC(CNC(=O)c1cccn2c(=O)c3cc(Cl)ccc3nc12)OCC returned GAA inh -10%, GLA spleen mod 5%, NPSR antag inconclusive, aGlu spleen mod 2%, Tau fluor cs -12%, Epigenetic derep -0.8%, ALDH1A1 inh -6% and GAA glycogen 5%.
`COc1ccc(NC(=O)CSc2nnc(-c3ccccc3C)n2N)cc1` gave GAA inh inconclusive, GLA spleen mod 2%, NPSR antag 4%[46.1 µM], aGlu spleen mod -1%, Tau fluor cs -6%, Epigenetic derep -2.3%, ALDH1A1 inh 13µM* and GAA glycogen 4%.
`O=C(NNc1cccc(Cl)n1)Nc1ccccc1` gave GAA inh -3%, GLA spleen mod -1%, NPSR antag -4%[46.1 µM], aGlu spleen mod -2%, Tau fluor cs -7%, Epigenetic derep -2.2%, ALDH1A1 inh inconclusive and GAA glycogen inconclusive.
For COc1cccc2cc(-c3ccnc(=S)[nH]3)oc12 the results were GAA inh 2%, GLA spleen mod -6%, NPSR antag -5%, Tau fluor cs -19%, Epigenetic derep -2.2%, ALDH1A1 inh inconclusive and GAA glycogen -19%.
Screening O=C(NCc1ccccc1)C1=C[C@@H](C2CC2)C[C@@H](OCc2ccc(CO)cc2)O1 returned GLA spleen mod 4%, NPSR antag 32%, aGlu spleen mod -8%, Tau fluor cs -7%, Epigenetic derep -3.0%, ALDH1A1 inh 11µM* and GAA glycogen -5%.
Screening CCCn1c(N/N=C(C)\C=C\c2ccccc2)nc2c1c(=O)[nH]c(=O)n2C returned GAA inh 2%, GLA spleen mod 7%, NPSR antag -48%, aGlu spleen mod 0%, Tau fluor cs -18%, Epigenetic derep 3.4%, ALDH1A1 inh -7% and GAA glycogen inconclusive.
CCCOc1ccccc1C(=O)N(Cc1ccco1)C1CCS(=O)(=O)C1 (stereo unspecified) was read as GAA inh -6%, GLA spleen mod 7%, NPSR antag -9%[46.1 µM], aGlu spleen mod 5%, Tau fluor cs -10%, Epigenetic derep 0.0%, ALDH1A1 inh 6% and GAA glycogen 6%.
COCCNc1nnnc2c1sc1nc(N3CCOCC3)c3c(c12)CCCC3 was read as GAA inh -18%, GLA spleen mod 1%, NPSR antag -4%, aGlu spleen mod -5%, Tau fluor cs 1%, Epigenetic derep -1.9%, ALDH1A1 inh 2% and GAA glycogen 6%.
COc1ccc(C2C(C(=O)NCc3ccccn3)c3cc(OC)c(OC)cc3C(=O)N2C)cc1 (stereo unspecified) was read as GAA inh 0%, GLA spleen mod -5%, NPSR antag -8%[46.1 µM], aGlu spleen mod 3%, Tau fluor cs 4%, Epigenetic derep 0.0%, ALDH1A1 inh 0% and GAA glycogen 0%.
Screening COc1ccccc1CCc1nnc(CCC(=O)N(C)Cc2cccc3ncccc23)o1 returned GAA inh 3%, GLA spleen mod 2%, NPSR antag 1%, aGlu spleen mod 3%, Tau fluor cs -8%, Epigenetic derep -0.1%, ALDH1A1 inh 6% and GAA glycogen 17%.
For O=C(Nc1ccccc1)c1cc2ccccc2[nH]1 the results were GAA inh 2%, GLA spleen mod 0%, NPSR antag -11%, aGlu spleen mod -1%, Tau fluor cs -16%, Epigenetic derep -1.9%, ALDH1A1 inh 8% and GAA glycogen -8%.
`O=C(O)CSc1c(-c2ccccc2)c2cc(Cl)ccc2[nH]c1=O` gave GAA inh 1%, GLA spleen mod -3%, NPSR antag -18%, aGlu spleen mod 0%, Tau fluor cs 0%, Epigenetic derep 0.0%, ALDH1A1 inh 0% and GAA glycogen 5%.
Screening Cc1nc(SCc2cccc(F)c2)c2oc3ccccc3c2n1 returned GLA spleen mod 3%, NPSR antag inconclusive, aGlu spleen mod 3%, Tau fluor cs -24%, Epigenetic derep 0.1% and GAA glycogen 0%.
Screening Cc1ccc(-c2nc3sc4c(c3c(=O)n2N)CCCC4)cc1 returned GAA inh 7%, GLA spleen mod -5%, NPSR antag -27%[46.1 µM], aGlu spleen mod -9%, Tau fluor cs -13%, Epigenetic derep 2.7%, ALDH1A1 inh inconclusive and GAA glycogen 5%.

2 records picked at random from the list so far, as already listed:
Screening CCCn1c(N/N=C(C)\C=C\c2ccccc2)nc2c1c(=O)[nH]c(=O)n2C returned GAA inh 2%, GLA spleen mod 7%, NPSR antag -48%, aGlu spleen mod 0%, Tau fluor cs -18%, Epigenetic derep 3.4%, ALDH1A1 inh -7% and GAA glycogen inconclusive.
For c1ccc(-n2nnnc2Cc2nnnn2-c2ccccc2)cc1 the results were GAA inh -1%, GLA spleen mod -1%, NPSR antag 12%, aGlu spleen mod 6%, Tau fluor cs -4%, Epigenetic derep -1.5%, ALDH1A1 inh 9% and GAA glycogen -5%.

High-throughput results (PubChem)
